HCMV antiviral – qHTS Assay for inhibitors of the human cytomegalovirus (HCMV) | HFF cells, HCMV-luciferase reporter, 72 h; active compounds read low | activity change, negative = inhibition, % at 57.5 µM | 4.5% of 410,000 active; in the data active means activity change below about -60%; inconclusive means no clear call, values can overlap the other calls; inactive means above about -39%
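Steps: HFFs plated, 16 h 37C; compounds added; HCMV-luciferase added to MOI 1 PFU/cell; 72 h 37C; OneGlo reagent, 5 min room temperature; luminescence read, normalized to controls.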
Sm TGR block – qHTS Assay for the Inhibitors of Schistosoma Mansoni Peroxiredoxins; Schistosoma mansoni thioredoxin glutathione reductase (TGR), Q962Y6; purified TGR, DTNB reduction, TNB absorbance 405 nm; Potency, µM (highest dose often 114 µM), for inactives: top-dose activity change, negative = inhibition, actives largely listed as inhibitors; 3% of 360,000 active; AID 485364, 2010; further: potency means the concentration at half of the fitted maximal effect; nearly all actives have a fitted effect of over 60% in size
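Kinetic colorimetric format: TGR-catalysed, NADPH-driven DTNB reduction monitored via TNB absorbance. Enzyme dispensed at 20 nM; compound exposure 15 min at room temperature before reaction start.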
Giardia FBPA inh – qHTS Assay for Inhibitors of Fructose-1,6-bisphosphate Aldolase from Giardia Lamblia. 0.71% of 290,000 active. A8B2U2. Potency, µM (series often up to 59.6 µM), for inactives: at the top dose activity, negative = inhibition, actives largely listed as inhibitors. purified Giardia FBPA; further: potency means the concentration at half of the fitted maximal effect; nearly all actives have a fitted effect of over 55% in size
Target sequence (A8B2U2 whole entry, looked up): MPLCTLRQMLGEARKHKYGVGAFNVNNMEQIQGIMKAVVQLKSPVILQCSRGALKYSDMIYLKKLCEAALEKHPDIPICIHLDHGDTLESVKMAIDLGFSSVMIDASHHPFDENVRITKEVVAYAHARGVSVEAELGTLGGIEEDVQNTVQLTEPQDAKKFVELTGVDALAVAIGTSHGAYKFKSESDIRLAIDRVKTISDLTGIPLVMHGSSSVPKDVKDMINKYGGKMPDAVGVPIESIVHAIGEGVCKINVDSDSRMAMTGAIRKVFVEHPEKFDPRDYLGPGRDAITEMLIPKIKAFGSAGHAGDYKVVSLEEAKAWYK
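Giardia FBPA (40 nM reagent) was preincubated 10 min at RT with compound (up to 57.5 uM final), then substrate plus GAPDH/TPI/NAD/arsenate coupling system with diaphorase/resazurin was added; resorufin fluorescence (525/598 nm) was read after 20 min.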
AmpC detergent – qHTS Inhibitors of AmpC Beta-Lactamase (assay with detergent); AmpC hydrolysis of nitrocefin, absorbance 480 nm, 0.01% Triton; Potency, µM (highest dose often 114 µM), for inactives: top-dose activity change, negative = inhibition, most hits filed as inhibitors; P00811; 0.041% of 370,000 active;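 further: potency means the concentration at half of the fitted maximal effect; 0% = no-compound wells and -100% = no-enzyme wells; nearly all actives have a fitted effect of over 25% in size; some results filed as inactive show a strong effect at the top dose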
Target sequence (P00811 whole entry, looked up): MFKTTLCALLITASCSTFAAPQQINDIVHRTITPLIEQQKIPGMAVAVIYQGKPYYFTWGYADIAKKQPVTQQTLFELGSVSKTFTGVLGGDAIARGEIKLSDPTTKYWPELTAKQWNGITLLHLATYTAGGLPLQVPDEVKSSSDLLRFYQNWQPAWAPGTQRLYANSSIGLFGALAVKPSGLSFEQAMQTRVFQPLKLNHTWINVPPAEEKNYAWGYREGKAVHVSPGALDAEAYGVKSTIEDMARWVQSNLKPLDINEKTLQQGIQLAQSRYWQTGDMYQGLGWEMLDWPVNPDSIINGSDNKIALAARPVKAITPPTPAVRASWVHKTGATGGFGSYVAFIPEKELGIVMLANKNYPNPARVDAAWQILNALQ
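20 mM phosphate pH 7.0 + 0.01% (detergent screen) or 0.0001% Triton X-100; 5.3 nM AmpC reagent; cpd preinc 15 min RT; nitrocefin (800 uM stock) to start; A480 q20 s × 4 min; Activity was normalised to no-enzyme and no-compound control wells.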
HCV inhibitor – qHTS Assay for Inhibitors of Hepatitis C Virus (HCV). Huh7.5.1 HCVcc-Cre infection, luciferase reporter, 44 h. Potency, µM (titrated, usually from 41.8 µM), without a hit: at the top dose activity change, negative = inhibition, usual class: inhibitors. 3.4% of 340,000 active; further: potency means the concentration at half of the fitted maximal effect
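Antiviral activity was scored by luciferase reporter output from cells infected with HCVcc-Cre (~0.5 moi) in presence of compound, 44 h infection period, cells seeded 1,000/well 4 h prior.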
AMA1 RON2 block – qHTS for Inhibitors of AMA1-RON; Towards Development of Antimalarial Drug Lead: Primary Screen; Plasmodium falciparum AMA1 (3D7) - RON2 peptide interaction; AlphaScreen AMA1-biotinylated RON2 peptide binding; Potency, µM (series often up to 58.2 µM), inactives show top-dose activity change, negative = inhibition, hits mostly inhibitors; 0.2% of 360,000 active; AID 720542, 2013;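 further: potency means the concentration at half of the fitted maximal effect; 0% = vehicle wells and -100% = peptide control; nearly all actives have a fitted effect of over 45% in size; some results filed as inactive show a strong effect at the top dose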
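AMA1 (3D7) with his tag at 25 nM final met compounds first, then biotinylated RON2 peptide at 25 nM; detection used donor plus acceptor beads, 10 µg/mL apiece, read by AlphaScreen after 30 min at room temperature.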
An asterisk follows results filed as active; ? = inconclusive; . = no result given; [ ] = another dose, or the depositor's remark. Unless noted, the call rests on the fitted dose curve; in most records, active means well fitted curve in the direction sought with a large enough effect; inconclusive means small, poorly fitted or top-dose-only effect, or another doubt; inactive means no such curve, though single readings can be large; an effect the other way counts as inactive or inconclusive. Unless noted, on the % scale 0 is the no-effect control and ±100 the full control effect.

SMILES	HCMV antiviral	Sm TGR block	Giardia FBPA inh	AmpC detergent	HCV inhibitor	AMA1 RON2 block
CCCN(CCC)C(=O)C1CCN(c2ncnc3c2nc2n3CCCCC2)CC1	-10	-2%	.	0%	.	.
Cc1cccn2c(=O)c(/C=C(\C#N)C(N)=O)c(N3CCN(c4ccccc4)CC3)nc12	?	-9%	-5%	-3%	2%	?
O=C(Nc1ccc2c(c1)OCO2)C1CC(c2ccccc2Cl)=NO1 (configuration not stated)	19	-5%	-1%	?	13%	-5%
CC(C)Cn1c(=O)c2sccc2n2c(CCCC(=O)NCC(C)c3ccccc3)nnc12 (configuration not stated)	?	2%	.	19%	.	.
O=[N+]([O-])c1ccc(SCCO)nc1SCCO	-7	-13%	-1%	-4%	2%	16%
COc1ccc2nc(SCC(N)=O)[nH]c2c1	13	-1%	2%	-9%	15%	13%
COc1ccc(C(=O)Nn2cnnc2)c(OC)c1	-12	3%	2%	?	15%	0%
Cc1ccccc1-n1c(C)nnc1SCc1cc(=O)oc2ccc3ccccc3c12	21	-32%	-20%	?	?	-4%
CCN(CC)C(=O)c1ccc(-c2nnc(Nc3ccc(O)cc3)c3ccccc23)cc1	-75*	-5%	-15%	-14%	-26%	-4%
Cc1nnc(NC(=O)c2cccc(NC(=O)C(C)C)c2)s1	40	10%	3%	0%	-17%	17%
Cc1nn(C)c(C)c1NC(=O)CCl	-70*	.	-28%	-3%	6%	7%
O=C(CCS(=O)(=O)c1ccc(Br)cc1)NCCc1ccc(Cl)cc1	-8	-34%	-2%	-3%	-5%	6%
COc1ccccc1N/C(N)=N/c1nc(CSc2ccc(C)cc2)cc(=O)[nH]1	?	6%	-5%	?	?	36%[activator]
Cc1ccc(CNC(=O)CN2CCC(C(N)=O)CC2)cc1	79	-2%	4%	0%	-8%	-9%
CCC1CCCCN1S(=O)(=O)c1ccc(NC(=O)c2cccs2)cc1 (configuration not stated)	-36	3%	-2%	-15%	?	-1%
CCS(=O)(=O)N1CCc2cc(C(=O)Nc3cccc(C)c3C)ccc21	23	-10%	.	5%	.	.
CCOC(=O)c1c(Oc2ccc(C(C)=O)cc2)nnc(-c2ccccc2)c1-c1ccccc1	-20	0%	.	18%	.	.
CCC(C)n1c(=N)c(C#N)cc2c(=O)n3cc(C)ccc3nc21 (configuration not stated)	1	-3%[57.1 µM]	3%	4%	7%	-6%
CC(C)N(Cc1ccccc1)C(=S)NCCN1CCOCC1	-27	2%	-4%	-9%	9%	10%
C/C(CC(=O)Nc1cc(Cl)ccc1Cl)=N\NC(=O)COc1cccc(C)c1	-12	6%	-9%	-9%	-16%	76%[activator]
O=C(CCl)Nc1cccc(S(=O)(=O)NC2=NCCC2)c1	-100*	6.3µM*	2%	-10%	13µM*	-6%
CCOc1ccccc1N(CC(=O)NCCc1ccc(OC)c(OC)c1)S(=O)(=O)c1ccccc1	6	1%	3%	?	-11%	3%
CCOC(=O)c1ccc(NC(=O)CSCC(=O)OCC(=O)c2ccccc2)cc1	35	-13%	-3%	-9%	0%	11%
CCOCCCn1c(SCc2nc3sc(C(=O)O)c(C)c3c(=O)[nH]2)nnc1-c1ccc(Cl)cc1	4	6%	-9%	0%	12%	3%
O=C(CSc1nnnn1C1CCCC1)NCc1cccs1	10	-4%	4%	-6%	8%	8%

Reprinted at random: 2 entries already listed, in no set order.
SMILES	HCMV antiviral	Sm TGR block	Giardia FBPA inh	AmpC detergent	HCV inhibitor	AMA1 RON2 block
CCOCCCn1c(SCc2nc3sc(C(=O)O)c(C)c3c(=O)[nH]2)nnc1-c1ccc(Cl)cc1	4	6%	-9%	0%	12%	3%
O=C(CSc1nnnn1C1CCCC1)NCc1cccs1	10	-4%	4%	-6%	8%	8%

(list continues)
SMILES	HCMV antiviral	Sm TGR block	Giardia FBPA inh	AmpC detergent	HCV inhibitor	AMA1 RON2 block
COc1cccc2c1OC1(CCN(C(C)C)CC1)N1N=C(c3cccnc3)CC21 (configuration not stated)	21	9%	10%	3%	21%	4%
O=C(O)CC1(CC(=O)NCc2ccc(Cl)cc2)CCCCC1	.	15%	19%	-10%	11%	2%
CCOc1cccc(C(=O)Nc2cccc(-c3nnc(-c4ccc(C)cc4)o3)c2)c1	-70*	-3%	-3%	?	?	2%
O=C(Nc1ccc(Cl)c(S(=O)(=O)N2CCOCC2)c1)c1cc2ccccc2oc1=O	27	.	.	.	16%	17%
Fc1ccccc1COc1ccc(-c2nnn(Cc3ccccc3F)n2)cc1	-15	-23%	-2%	?	-1%	36%[activator]
CCOC(=O)CSc1nc2c(c(=O)n(C)c(=O)n2C)n1CCCc1ccccc1	-26	2%	5%	1%	4%	-2%
COc1cc(C2c3c(c(C)c(C)oc3=O)Oc3c(C)c(C)oc(=O)c32)ccc1OS(=O)(=O)c1ccc(C)cc1	7	-25%	.	8%	?	35%[activator]
CCOc1ccc(S(=O)(=O)NCc2ccc3c(c2)OCO3)cc1C	29	6%	0%	11%	12%	1%
CCCOC(=O)CSc1nnc(-c2ccccc2)o1	16	18%	.	2%	.	.
Cc1nn(-c2ccccc2)c(Cl)c1C1C(C#N)=C(N)Oc2c1c(C)nn2-c1ccccc1 (configuration not stated)	.	-9%	-1%	-6%	0%	-2%
CC(=O)c1cccc(NC(=O)C2C3CCC(C3)C2C(=O)O)c1 (configuration not stated)	-10	-12%	4%	-3%	8%	-2%
CC(NS(=O)(=O)c1ccc(OCC(=O)N2CCCC2)cc1)c1ccccc1 (configuration not stated)	-15	-1%	-2%	-8%	24%	52%[activator]
COc1ccc(-n2ccnc2SCC(=O)NO)cc1	0	8%	-8%	-1%	7%	41%[activator]
COc1cc(OC)cc(C(=O)N[C@H](C(=O)OCC(=O)Nc2cccnc2Cl)C(C)C)c1	0	-2%	.	-14%	?	-4%
CCOc1cc(S(=O)(=O)NC2CC2)c(OCC)cc1-n1cnnn1	21	5%	4%	-6%	13%	0%
Cc1nc2sc(C(=O)c3ccccc3)c(N)c2c(C)c1C	10	-13%	10%	-4%	-17%	1%
Cc1ccc(S(=O)(=O)NCC(=O)N(CC(=O)NCc2ccco2)Cc2ccc(F)cc2)cc1	-4	3%	4%	6%	4%	-2%
C=C1C[C@H](O)[C@@H]2[C@H](OC(=O)[C@H]2C)[C@H]2[C@H](C)[C@@H](O)C[C@@H]12	1	2%	.	-2%	14%	5%
CC1CCN(S(=O)(=O)c2ccc3nc(Nc4ccc(C#N)cc4)ccc3c2)CC1	?	1%	.	6%	.	.
COc1ccc(C(=O)NC2CCN(S(=O)(=O)c3ccc(C)cc3)CC2)cc1	-4	-13%	-14%	?	3%	-4%
COc1cccc(C(=O)Nc2ccc(C(=O)c3ccccc3)cc2)c1	?	4%	-9%	-12%	10µM*	-2%
COc1ccc(C(=O)N/N=C(\C)CC(=O)Nc2ccc3c(c2)OCCO3)c(OC)c1	?	4%	11%	-6%	3%	13%
Cc1cc(SCc2ccc(Cl)cc2Cl)nc(=O)[nH]1	-16	4%	9%	?	4%	11%
CSc1ccccc1C(=O)NC1CCCc2ccccc21 (configuration not stated)	-24	4%	2%	-15%	-12%	-5%
CC(=O)OC(C)CS(=O)(=O)c1ccccc1 (configuration not stated)	-18	2%	3%	?	22%	-6%

(further entries)
SMILES	HCMV antiviral	Sm TGR block	Giardia FBPA inh	AmpC detergent	HCV inhibitor	AMA1 RON2 block
CCc1cc(C(=O)N2CCCC(C(=O)c3cccc4ccccc34)C2)n(C)n1 (configuration not stated)	-60*	4%	0%	3%	10µM*	-12%
COc1ccccc1Nc1nc(N)nc(CSC(=S)N2CC(C)CC(C)C2)n1 (configuration not stated)	-22	-4%	-10%	3%	?	9%[2.32 µM]
COc1ccc(S(=O)(=O)N2CCCN(CC(=O)Nc3ccccc3F)CC2)cc1	?	-9%	9%	-14%	3%	13%
COC(=O)C1=C(C)N(C)C(=S)NC1c1c(OC)ccc2ccccc12 (configuration not stated)	-39	12%	9%	?	28%	1%
CC(=O)Nc1ccc(S(=O)(=O)N2CCC(C(=O)N[C@@H](Cc3ccccc3)C(=O)O)CC2)cc1	-18	-7%	5%	-5%	18%	5%
COc1ccc(CCNC(=O)C2(c3cccs3)CCOCC2)cc1	2	-4%	.	-9%	.	.
O=C(CN(c1ccc(Cl)cc1)S(=O)(=O)c1ccc(Cl)c([N+](=O)[O-])c1)NCCc1ccc(F)cc1	25	?	1%	-3%	?	-4%
Cn1c(/C(C#N)=C(\O)COc2ccc3ccccc3c2)nc2ccccc21	8	14%[11.4 µM]	-3%	6%	7%	92%[activator]
COc1ccc(C2C(C#N)=C(N)N(N(C)C)C3=C2C(=O)CCC3)cc1 (configuration not stated)	?	0%	-16%	-1%	4%	-4%
O=C(OCc1ccccc1)C1=NNC2C(=O)N(c3ccccc3)C(=O)C12 (configuration not stated)	-6	6%	7%	-19%	3%	?
COc1ccc(Cl)cc1NC(=S)N(CCCN1CCOCC1)Cc1cn(C)c2ccccc12	-71*	-8%	?	-7%	10µM*	?
COC(=O)C(C(=O)OC)=C(/C=C/C=C/N(C)C)N(C)C	-35	?	?	-2%	12%	-8%

Of the compounds above, eleven have an aryl thioether with sulfur outside any ring.
SMILES	HCMV antiviral	Sm TGR block	Giardia FBPA inh	AmpC detergent	HCV inhibitor	AMA1 RON2 block
O=[N+]([O-])c1ccc(SCCO)nc1SCCO	-7	-13%	-1%	-4%	2%	16%
COc1ccc2nc(SCC(N)=O)[nH]c2c1	13	-1%	2%	-9%	15%	13%
Cc1ccccc1-n1c(C)nnc1SCc1cc(=O)oc2ccc3ccccc3c12	21	-32%	-20%	?	?	-4%
COc1ccccc1N/C(N)=N/c1nc(CSc2ccc(C)cc2)cc(=O)[nH]1	?	6%	-5%	?	?	36%[activator]
CCOCCCn1c(SCc2nc3sc(C(=O)O)c(C)c3c(=O)[nH]2)nnc1-c1ccc(Cl)cc1	4	6%	-9%	0%	12%	3%
O=C(CSc1nnnn1C1CCCC1)NCc1cccs1	10	-4%	4%	-6%	8%	8%
CCOC(=O)CSc1nc2c(c(=O)n(C)c(=O)n2C)n1CCCc1ccccc1	-26	2%	5%	1%	4%	-2%
CCCOC(=O)CSc1nnc(-c2ccccc2)o1	16	18%	.	2%	.	.
COc1ccc(-n2ccnc2SCC(=O)NO)cc1	0	8%	-8%	-1%	7%	41%[activator]
Cc1cc(SCc2ccc(Cl)cc2Cl)nc(=O)[nH]1	-16	4%	9%	?	4%	11%
CSc1ccccc1C(=O)NC1CCCc2ccccc21 (configuration not stated)	-24	4%	2%	-15%	-12%	-5%

High-throughput results deposited in PubChem BioAssay by National Center for Advancing Translational Sciences (NCATS).
